High-throughput results: PubChem BioAssay, The Scripps Research Institute Molecular Screening Center
FBW7 activator: FBW7 E3 ligase activators, primary screen, biochemical, AlphaScreen, human | AlphaScreen FBW7–phospho-cyclin E peptide binding, activator screen | AID 1259310, 2017 | F-box/WD repeat-containing protein 7 (Homo sapiens), Q969H0 | 650,000 tested, 0.13% active | normalized activity (activation), % at 26.1 µM; in the data active = normalized activity above about 1.9%;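 also: purified mutant Fbw7 with reduced substrate affinity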
MITF inh: MITF inhibitors, primary screen, biochemical, AlphaScreen, human; 650,000 tested, 0.91% active; AID 1259374, 2018; inhibition, % at 2.6 µM; AlphaScreen MITF homodimerization, bead proximity signal; Microphthalmia-associated transcription factor (Homo sapiens), O75030; in the data active = inhibition above about 50%;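 also: 0% = vehicle wells with protein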
Target sequence (O75030 whole entry, looked up): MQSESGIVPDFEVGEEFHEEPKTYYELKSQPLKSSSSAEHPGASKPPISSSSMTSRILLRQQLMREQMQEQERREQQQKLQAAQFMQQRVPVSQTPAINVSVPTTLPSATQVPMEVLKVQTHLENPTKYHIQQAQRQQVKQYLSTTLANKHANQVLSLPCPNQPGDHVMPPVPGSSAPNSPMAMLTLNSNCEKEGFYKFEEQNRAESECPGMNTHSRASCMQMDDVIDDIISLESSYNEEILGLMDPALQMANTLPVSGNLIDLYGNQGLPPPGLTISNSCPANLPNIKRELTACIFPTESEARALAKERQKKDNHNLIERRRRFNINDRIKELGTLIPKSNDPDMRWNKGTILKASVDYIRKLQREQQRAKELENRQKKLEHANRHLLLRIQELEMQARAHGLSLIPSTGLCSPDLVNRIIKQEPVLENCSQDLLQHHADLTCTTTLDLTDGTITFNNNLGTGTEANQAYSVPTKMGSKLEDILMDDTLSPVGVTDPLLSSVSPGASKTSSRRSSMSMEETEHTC
GPR151 activ: activators of human GPR151, primary screen, cell-based, PathHunter beta-arrestin, luminescence | G-protein coupled receptor 151 (Homo sapiens), Q8TDV0 | PathHunter beta-arrestin GPR151 cells | activation, % at 11.2 µM | 650,000 tested, 1% active | AID 1508602, 2020; in the data active = activation above about 4.9%;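 also: 0% = median of compound wells and 100% = cells with positive control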
Target sequence (Q8TDV0 whole entry, looked up): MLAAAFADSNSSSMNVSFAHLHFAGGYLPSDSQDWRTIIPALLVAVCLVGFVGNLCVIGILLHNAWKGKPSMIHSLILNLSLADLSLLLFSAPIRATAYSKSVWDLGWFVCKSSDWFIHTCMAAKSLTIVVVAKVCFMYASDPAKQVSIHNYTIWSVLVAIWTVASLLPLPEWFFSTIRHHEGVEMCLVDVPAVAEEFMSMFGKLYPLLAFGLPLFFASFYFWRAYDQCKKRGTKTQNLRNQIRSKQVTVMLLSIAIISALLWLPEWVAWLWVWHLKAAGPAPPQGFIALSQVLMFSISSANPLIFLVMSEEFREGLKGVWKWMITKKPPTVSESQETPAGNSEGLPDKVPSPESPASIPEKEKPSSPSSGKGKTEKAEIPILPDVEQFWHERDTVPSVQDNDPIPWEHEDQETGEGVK
TEAD-YAP inh: TEAD-YAP interaction inhibition, primary screen, TEAD-YAP interaction inhibitor project, luminescence, HEK-TIYL cells. TEAD-Gal4/YAP UAS-luciferase luminescence. inhibition, % at 9.12 µM. 640,000 tested, 1.4% active; in the data active = inhibition above about 32%;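 also: 0% = median of test compound wells and 100% = reference inhibitor wells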
* marks the source's active call; other numbers are inactive results; & = joins results of further samples.

Structure	FBW7 activator	MITF inh	GPR151 activ	TEAD-YAP inh
COc1ccc(C2CC(c3cccnc3)Nc3ncnn32)c(OC)c1 (stereo not given)	0.0	13	-1.6	2
COCCNC(=O)CN(C(=O)Cn1nnc2ccccc21)c1ccccc1C	0.1	5	1.1	4
Cc1ccc(C)c(Cn2c(C(=O)O)c(CNCc3ccccc3Cl)c3ccccc32)c1	0.3	7	-1.0	4
COc1ccc2c(c1)OC13CCN(C)CC1C2C(C(=O)c1ccc(F)cc1)C(=O)N3 (stereo not given)	-0.5	5	-1.2	-2
c1cc2c(cc1CNc1nc(Nc3ccc(N4CCOCC4)cc3)c3ncn(C4CCCCC4)c3n1)OCO2	-0.3	53*	-2.7	6
Cc1cc(C)n2c(Br)c(CN3CCCC(C)C3)nc2n1 (stereo not given)	0.0	-4	1.4	-10
COc1ccccc1OCC(O)CN1C(C)(C)CCCC1(C)C (stereo not given)	0.5	12	-1.8	13
Cc1noc(C)c1CSc1ncnc2ccccc12	-0.1	-2	-1.6	-12
CCOc1ccc(S(=O)(=O)N(CC(=O)Nc2c(C)cccc2C)c2ccccc2)cc1	0.1	-4	-1.3	8
O=C1c2ccc(-c3nc4ccccc4c(=O)o3)cc2C(=O)N1c1ncc([N+](=O)[O-])s1	0.2	56*	0.7	1
O=C(COc1ccc(Cl)cc1Br)N1CCOCC1	0.1	3	-0.3	-2
COC(=O)c1c(C)oc2cc(Br)c(OCC(=O)c3ccc(OC)cc3)cc12	-0.1	-16	0.7	-2
CCOCN(C(=O)Cn1c(C(C)O)nc2ccccc21)c1c(C)cccc1CC (stereo not given)	0.0	-4	1.2	-7
O=C(CC(=O)N/N=C\c1ccccc1C(=O)O)NCc1ccccc1	0.0	-7	-0.8	-12
COc1cccc(/C=C(\C)C(=O)Nc2cccc(C)c2)c1	-0.1	-6	0.4	-43
COc1ccc(S(=O)(=O)N(CC(=O)N2CCOCC2)c2ccc(Cl)cc2)cc1	-0.3	-4	-1.0	-2
O=C(/C=C/Nc1ccc(F)cc1)c1ccc(Cl)cc1	-0.1	-4	-1.2	-59
COC(=O)CNC(=O)COC(=O)/C=C/c1ccc(F)cc1	0.7	-3	-1.5	1
CCOC(=O)c1nnc(Cc2ccc(F)cc2)o1	0.4	14	-0.7	1
COC(=O)c1cnc(NCc2cccnc2)c2ccccc12	-0.4	4	-1.4	-7

One compound at a time, as listed above:
Shown for CCOC(=O)c1nnc(Cc2ccc(F)cc2)o1 : FBW7 activator: 0.4; MITF inh: 14; GPR151 activ: -0.7; TEAD-YAP inh: 1
Shown for COc1ccc(S(=O)(=O)N(CC(=O)N2CCOCC2)c2ccc(Cl)cc2)cc1 : FBW7 activator: -0.3; MITF inh: -4; GPR151 activ: -1.0; TEAD-YAP inh: -2

Next part
Structure	FBW7 activator	MITF inh	GPR151 activ	TEAD-YAP inh
CCN(CC)C(=O)Sc1ccccc1NC(C)=O	0.0	9	-0.5	-1
O=C(Nc1nc(-c2ccccc2)cs1)c1ccc(-c2cccc([N+](=O)[O-])c2)o1	-0.2	12	-0.8	-1
CCCN(C(C)=O)c1nnc(-c2ccc(OCC)cc2)s1	-0.1	-6	-0.2	-47
COc1ccc(S(=O)(=O)NCc2ccc(C(=O)NCc3cccs3)cc2)cc1	0.1	5	0.4	0
Cc1cc(NC(=O)c2ncoc2-c2cccs2)no1	-0.1	2	-1.4	-4
O=C(Cc1ccccc1O)Nc1cnn(-c2cccc(C(=O)Nc3ccc(N4CCOCC4)cc3)c2)c1	-0.1	-7	-1.5	-14
Cc1ccc(N2C(=O)CC(NCc3ccccc3Cl)C2=O)cc1 (stereo not given)	0.0	7	0.7	-8
Cc1cc(NC(=O)CCc2ccccc2)no1	0.2	-7	-0.4	-9
COc1ccc(-c2cnn3c(N4CCOCC4)ccnc23)cc1OC	-0.3	5	1.0	-55
O=C1N=C(N2CCCCC2)S/C1=C/c1ccc(Cl)cc1	-0.2	-9	-0.9	-11

Arranged by count of non-hydrogen atoms (lowest first): 3 of the compounds above.
Structure	FBW7 activator	MITF inh	GPR151 activ	TEAD-YAP inh
O=C1N=C(N2CCCCC2)S/C1=C/c1ccc(Cl)cc1	-0.2	-9	-0.9	-11
CCCN(C(C)=O)c1nnc(-c2ccc(OCC)cc2)s1	-0.1	-6	-0.2	-47
O=C(Nc1nc(-c2ccccc2)cs1)c1ccc(-c2cccc([N+](=O)[O-])c2)o1	-0.2	12	-0.8	-1

Continued:
Structure	FBW7 activator	MITF inh	GPR151 activ	TEAD-YAP inh
c1ccc(CNc2ccnc(Nc3nccc4ccccc34)n2)cc1	0.0	-9	-0.8	2
O=C(CN(c1ccc(Cl)cc1Cl)S(=O)(=O)c1ccccc1)NC1CCCC1	0.3	8	0.6	3
CC(=O)c1ccc(-c2ccc(C=C3C(=O)N(C)C(=S)N(C)C3=O)o2)cc1	-0.2	-5	-1.0	-14
O=C(NCc1cccs1)c1cc2cc([N+](=O)[O-])ccc2oc1=O	-0.1	16	1.6	-1
OC[C@H]1O[C@@H](O[C@@H]2[C@@H](CO)O[C@](O)(CO)[C@H]2O)[C@H](O)[C@@H](O)[C@H]1O	0.0	6	-1.7	11
COCCCNC(=O)C(C)N1c2cccc3cccc(c23)S1(=O)=O (stereo not given)	1.0	2	-0.3	-2
COc1ccc(/C=C(\CC(=O)O)c2nc3ccccc3o2)cc1	-0.1	3	-1.2	0
c1cncc(CNc2nc(N3CCOCC3)nc3c2ncn3-c2ccsc2)c1	-0.1	10	-1.6	45*
COc1ccc(C2NC(c3ccc(OC)cc3)C3C(=O)C2C(c2ccc(OC)cc2)NC3c2ccc(OC)cc2)cc1 (stereo not given)	0.0	3	-1.6	6
O=C(NCCc1nnc2n1CCN(Cc1ccc(-c3ccco3)cc1)CC2)C1CCOCC1	0.2	7	-1.1	11
COc1ccc(C2=NC3(CCCCC3)N(CC(=O)Nc3cccc(OC)c3)C2=O)cc1	-0.1	3	-0.4	8
NC12CC3CC(CC(C3)C1)C2	0.2&0.5&0.2&0.0	20&-7&-1&12	0.4&-0.3&0.7&-1.2	-2&9
Cc1ccccc1N1C(=O)C(Cl)=C(Nc2ccc(I)cc2)C1=O	0.0	15	-0.2	8
COC(=O)c1ccc(NC(=O)C2Cc3ccccc3CN2S(=O)(=O)c2ccc(F)cc2)cc1 (stereo not given)	0.3	9	-0.3	6
CCOC(=O)CN1C(=O)C(O)(C(C)C(=O)c2ccccc2)c2ccccc21 (stereo not given)	0.0	1	1.4	8
COC(=O)c1ccccc1NC(=O)CN(c1ccc(F)c(Cl)c1)S(C)(=O)=O	0.4	8	13*	5
CC(C)c1nc(SCC(=O)NC(C)(C)C)c2ccccc2n1	0.3	1	1.4	11
CC(=O)Nc1ccc(NC2=C/C(=N/S(=O)(=O)c3ccccc3)c3ccccc3C2=O)cc1	-0.5	33	0.3	99*
COC(=O)c1cccnc1-n1c(=O)c2cccnc2n(Cc2cccc(OC)c2)c1=O	-0.3	-7	-0.5	-4
CC(=O)c1ccc(NC(=O)CSCC(=O)Nc2ccc3ccccc3c2)cc1	-0.1	-13	2.1	9
Cc1cc(NC(=O)CCN2C(=O)C3C4CCC(C4)C3C2=O)c(C)cc1Br (stereo not given)	0.0	-9	0.4	-2
Cc1ccc(CN2CCN(c3ncccn3)CC2)c(C)c1	-0.3	27	1.2	6
CCc1ccc(-n2c(SCC(=O)NNC(=O)C(C)C)nnc2-c2cccnc2)cc1	0.1	2	0.6	10
Cc1cc(Cl)ccc1OCC(=O)Oc1nn(C)c(=O)c(Cl)c1Cl	-0.2	-15	-0.1	6
O=C(c1ccccc1F)N1CCc2nnc(Cc3ccccc3)n2CC1	1.0	16	0.0	7
O=C(c1cc(Cl)cc(Cl)c1)N1CCN2C(=O)[C@@H]3C[C@@H](O)CN3C(=O)[C@H]2C1	0.6	21	-0.2	0
CC(=O)Oc1cccc(N2C(=O)C3C(C2=O)C2(C)C=CC3(C)O2)c1 (stereo not given)	-0.1	-13	1.7	-7
COc1ccc(S(=O)(=O)N(C)C)cc1I	-0.3	-19	0.9	-8
NC(=O)C1CCN(C(c2ccccc2F)c2nnnn2C2CCCCC2)CC1 (stereo not given)	-0.1	-9	0.6	6
COc1cccc(N2CC(=O)Nc3c(oc4nc(-c5ccccc5)cc(C)c34)C2=O)c1	0.1	7	0.4	-5
COCCCNC(=O)c1ccc(NC2=NC3CS(=O)(=O)CC3S2)cc1 (stereo not given)	0.0	-16	0.0	-10
Cc1cc2nc(C3CCCN3C(=O)c3ccccn3)[nH]c2cc1C (stereo not given)	0.3	4	1.2	4
O=C1N[C@H](C(=O)NCC2Cc3cc(-c4cccnc4)ccc3O2)CS1 (stereo not given in full)	-0.1	-6	1.3	1
Cn1c(/C=C/c2ccco2)nc2ccccc21	0.0	10	-6.2	27
COc1nc(N/N=C\c2ccc(F)cc2)nc(N2CCOCC2)n1	0.1	9	0.3	-14
Cc1cc(NC(=O)c2noc3c2CCCCC3)n(-c2ccccc2)n1	-0.1	2	-1.2	-2
CN1CCOc2cc(S(=O)(=O)Nc3ccc(F)cc3)ccc21	-0.2	8	0.5	3
CN(Cc1ccc(C(=O)NC2CCC(O)CC2)c(=O)[nH]1)Cc1cccc2ccccc12 (stereo not given)	0.0	1	0.6	13
COc1ccc2oc(=Nc3ccc(C#N)cc3)c(C(=O)NC(C)=O)cc2c1	-0.1	-3	1.5	-3
Cc1cc(C(=O)NCCc2ccc(F)cc2)ccc1[N+](=O)[O-]	-0.2	-11	1.8	-33
Cn1c(=O)c2c(SCC(=O)c3ccccc3)nc(-c3ccccc3F)nc2n(C)c1=O	0.1	1	1.0	-9
O=C(NCc1ccco1)C(=O)NCC(c1ccco1)S(=O)(=O)c1cccs1 (stereo not given)	1.1	21	-0.7	5
Clc1ccc(Cc2nc(-c3ccccc3)no2)cc1	-0.1	-2	-0.8	-19
O=C(COc1ccc(Cl)cc1Br)Nc1cccnc1	0.4	10	0.5	-46
COc1ccc(-c2noc(CCCC(=O)Nc3ccc([N+](=O)[O-])cc3)n2)cc1OC	0.0	13	-1.3	-5
Cc1cc(C)n(/N=C/c2ccc([N+](=O)[O-])cc2)c(=O)c1C#N	0.6	6	-1.2	12
COc1cccc(NC(=O)CSc2nc3ccccc3c(=O)n2CCCC(=O)N2CCCC2)c1	0.0	-9	-0.2	12
COC(=O)/C=C1\Nc2cc(C)ccc2OC1=O	-0.1	-5	0.0	-23
COc1ccc(NC(=O)C(Cl)(Cl)Cl)cc1OC	0.0	-5	2.1	10
COCCCNC(=O)CCC(=O)Nc1ccc2nc(N3CCOCC3)cc(C)c2c1	0.0	-10	-1.2	-13

Additional structures.
Structure	FBW7 activator	MITF inh	GPR151 activ	TEAD-YAP inh
COc1ccc(-c2nn(-c3ccccc3)cc2/C=C(\C#N)C(N)=O)cc1[N+](=O)[O-]	0.1	0	0.0	2
NNc1nc(-c2ccccc2)cc(-c2ccc(F)cc2)n1	-0.1	1	0.4	-1
COC(=O)c1c(C)[nH]c(C(=O)CSc2nnc3ccccn23)c1C	-0.1	0	3.1	-50
O=C1Nc2ccccc2/C1=c1/sc2n(c1=O)CN(c1ccc(Br)cc1)CN=2	-0.1	10	0.3	-1
O=C(Nn1c(-c2cccc(Cl)c2)nc2ccccc2c1=O)c1ccc(Cl)cc1	0.0	2	-0.8	-5
CCOC(=O)c1ccc(-n2c(C)cc(/C=N/Nc3nc(N)ncc3[N+](=O)[O-])c2C)cc1	-0.3	5	-0.3	-7
NC(=O)CSc1nc2ccccc2n1CCOc1ccc(Cl)cc1	-0.1	1	0.7	6
C=CCC(=O)N1CCc2ccc(NC(=O)CCc3ccccc3OC)cc2C1	-0.1	3	3.4	2
CC(=O)c1cccc(NC(=O)CN(C)S(=O)(=O)c2ccc(Br)s2)c1	0.2	9	-0.4	-6
CC(=O)C1=C(O)C(=O)N(Cc2ccccc2)C1c1ccc([N+](=O)[O-])cc1 (stereo not given)	0.6	-7	0.8	3
O=C(Nc1nnc(N2CCCCCC2)s1)Nc1ccc(Br)cc1F	0.2	1	-1.4	-5
COCCCN1C(=O)/C(=C\c2ccc(N(C)C)cc2)C(C(=O)OC)=C1C	-0.1	17	0.0	6
CN(c1ccccc1)S(=O)(=O)c1ccccc1C(=O)NCc1cccs1	0.1	1	1.5	2
O=Cc1ccc(OCCCN2CCN(Cc3ccccc3)CC2)cc1	-0.1	57*	-0.2	10
Cc1cccc2sc(N(Cc3ccccn3)C(=O)C3CCCN(S(C)(=O)=O)C3)nc12 (stereo not given)	0.2	9	1.6	-4
CCOC(=O)CC(=O)CSc1nc(-c2cccs2)cc(-c2ccc(Cl)cc2)c1C#N	0.0	4	1.5	2
Nc1nc(-c2cccs2)cs1	-0.2	1	-1.9	-21
Nc1nc(SCC(=O)Nc2cccc(S(=O)(=O)N3CCCCC3)c2)n[nH]1	-0.1	5	0.5	-1
CCCCc1ccc(-c2csc(/C(C#N)=C\c3ccc(OCC)cc3)n2)cc1	0.1	13	-1.9	-5
CCNC(=O)C(=O)c1c[nH]c2ccccc12	1.6	12	-0.2	-16
